DDE Tn7 FP inh = inhibitors of Tn7 peptide binding to human fibrin DD(E); P02675; FP displacement of FITC-Tn7 peptide from fibrin DD(E); 0% = median of compound wells per plate; inhibition, % at 8.3 µM; actives 0.13% (n = 370,000); AID 720508;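 active = inhibition above the mean of compounds falling within the control limits plus 3 SD of them, cut at about 14% in these data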;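 also: 0% = plate median of compound wells and 100% = 10 µM Aha-Tn7 peptide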
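Test system – human fibrin DD(E) · Times – 10 min preincubation, 3 h with tracer, room temperature · Detection – fluorescence polarization of the labelled Tn7 tracer · Measure – percent inhibition normalized to high-control wells · Benchmarks – high control wells with 10 µM unlabelled Aha-Tn7 peptide (full inhibition) · Repeats – singlicate testing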
UHRF1 MBD2 ctr = blocks human UHRF1 binding to methylated DNA | actives 0.75% (n = 370,000) | Q96T88 | UHRF1 binding to methylated oligo, TR-FRET | inhibition, % at 4.4 µM; in the data active = inhibition above about 21%;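 also: UHRF1 SRA domain binding a hemimethylated CpG hairpin DNA probe; 0% = median of test compound wells and 100% = reference inhibitor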
Target sequence (Q96T88 whole entry, looked up, the tested form may be a part): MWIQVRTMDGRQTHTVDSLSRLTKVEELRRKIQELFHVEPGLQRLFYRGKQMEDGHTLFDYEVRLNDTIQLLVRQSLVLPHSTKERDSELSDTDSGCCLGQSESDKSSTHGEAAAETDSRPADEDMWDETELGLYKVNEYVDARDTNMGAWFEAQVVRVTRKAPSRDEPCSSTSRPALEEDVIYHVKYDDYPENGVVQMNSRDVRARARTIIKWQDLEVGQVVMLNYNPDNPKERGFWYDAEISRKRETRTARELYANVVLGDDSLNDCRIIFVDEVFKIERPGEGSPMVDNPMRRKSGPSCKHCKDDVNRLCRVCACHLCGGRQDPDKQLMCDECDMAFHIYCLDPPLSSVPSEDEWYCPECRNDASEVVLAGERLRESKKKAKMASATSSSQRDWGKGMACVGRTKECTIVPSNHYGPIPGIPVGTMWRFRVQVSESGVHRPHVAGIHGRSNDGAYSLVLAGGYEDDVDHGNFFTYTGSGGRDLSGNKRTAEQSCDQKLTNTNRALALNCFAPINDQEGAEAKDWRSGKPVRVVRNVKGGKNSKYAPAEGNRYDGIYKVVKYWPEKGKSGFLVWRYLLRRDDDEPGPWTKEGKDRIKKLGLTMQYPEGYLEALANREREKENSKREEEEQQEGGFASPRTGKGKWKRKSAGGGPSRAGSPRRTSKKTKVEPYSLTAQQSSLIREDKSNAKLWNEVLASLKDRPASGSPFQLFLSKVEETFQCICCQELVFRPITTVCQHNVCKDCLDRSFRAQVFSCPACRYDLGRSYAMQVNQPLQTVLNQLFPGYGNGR
PLCb3 inh = PLC-beta3 (human) inhibition, primary screen. AID 720704. Purified PLC-beta3, fluorogenic substrate, fluorescence. inhibition, % at 12.2 µM. actives 0.18% (n = 370,000); in the data active = inhibition above about 11%;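 also: 0% = median of compound wells on plate and 100% = full blocker control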
KLK7 zymogen act = proKLK7 (human) activation, primary screen; P49862; purified proKLK7, EDANS-DABCYL substrate fluorescence; 100% is mature enzyme control, 0% vehicle; activation, % at 7 µM; actives 0.9% (n = 370,000); AID 652039;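 active = activation above the mean of all tested compounds plus 3 SD, computed per campaign excluding outliers beyond control limits, cut at about 13% in these data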
Target sequence (P49862 whole entry, looked up): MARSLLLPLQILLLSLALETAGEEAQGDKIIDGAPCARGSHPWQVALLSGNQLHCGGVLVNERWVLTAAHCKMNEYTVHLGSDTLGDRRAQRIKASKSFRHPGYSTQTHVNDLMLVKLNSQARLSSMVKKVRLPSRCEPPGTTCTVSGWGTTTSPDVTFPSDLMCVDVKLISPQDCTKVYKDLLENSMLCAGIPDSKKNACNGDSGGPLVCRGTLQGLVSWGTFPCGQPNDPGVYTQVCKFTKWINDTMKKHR
PLC-gamma1 inh = blocks human PLC-gamma1 enzyme activity; P19174; purified PLC-gamma1, fluorogenic substrate, fluorescence; inhibition, % at 12.2 µM; actives 0.84% (n = 370,000); in the data active = inhibition above about 9.5%
Tn6 DDE FP = disrupts Tn6 cyclic peptide binding to fibrin D-Dimer-E complex | P02675 | Fibrin DD(E) TRITC-Tn6 fluorescence polarization displacement | inhibition, % at 8.3 µM | actives 0.21% (n = 370,000) | AID 720509;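 active = inhibition above a per-campaign cutoff: mean of compounds within control limits plus 3 SD, cut at about 15% in these data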;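 also: 0% = median of all compound wells on the plate and 100% = blocking peptide control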
ADAM17 inh = inhibits human ADAM17 | AID 720648 | actives 0.83% (n = 370,000) | recombinant ADAM17, EDANS/DABCYL FRET peptide cleavage | P78536 | inhibition, % at 6.95 µM;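 active = inhibition above the mean of compounds lying between control limits plus 3 SD, set per campaign, cut at about 8.5% in these data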;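 also: 0% = DMSO-only wells as the low control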
ASAP1 GAP inh = ASAP1 ArfGAP inhibition. ASAP1-stimulated ARF1 GTP hydrolysis, GDP FP detection. inhibition, % at 16.5 µM. actives 0.19% (n = 360,000). Q9ULH1; in the data active = inhibition above about 25%;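 also: 0% = vehicle with enzyme and substrate and 100% = no enzyme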
ARFGAP1 inhibitor = inhibitors of rat ARFGAP1; Q62848; Arfgap1-stimulated ARF1 GTP hydrolysis, GDP FP detection; inhibition, % at 16.5 µM; actives 0.26% (n = 360,000); AID 651572;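 active = inhibition above a per-plate limit, mean inhibition of low control wells plus 3 SD, cut at about 25% in these data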;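 also: 0% = DMSO wells with enzyme and 100% = wells lacking Arfgap1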
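System: truncated rat Arfgap1 GAP domain / Benchmarks: high control wells lacking Arfgap1, low control full reaction with DMSO / Times: compound-enzyme preincubation 20 min, reaction 120 min, detection 60 min, 25 °C / Repeats: one replicate per compound / Also added: human ARF1(Δ1-17)-GTP substrate / Measured by: Tracer-displacement fluorescence polarization with EDTA stop, 620/688 nm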
MBD2 DNA inh = MBD2-methylated oligo binding inhibition; Q9UBB5; TR-FRET, MBD2 binding to methylated oligonucleotide; inhibition, % at 4.4 µM; actives 0.31% (n = 370,000); in the data active = inhibition above about 13%
Active calls of the source: *.

Every second line gives: DDE Tn7 FP inh	UHRF1 MBD2 ctr	PLCb3 inh	KLK7 zymogen act	PLC-gamma1 inh	Tn6 DDE FP	ADAM17 inh	ASAP1 GAP inh	ARFGAP1 inhibitor	MBD2 DNA inh
(1) CCn1nnc(-c2ccccc2NC(=O)c2cc(OC)c(OC)c(OC)c2)n1
  1.6	5.9	-0.8	-0.5	0.6	-8.8	-5.0	3.6	14.8	2.9
(2) Cc1cc2c(nc1C)CCCN2S(=O)(=O)c1ccc(F)cc1
  -3.0	-1.4	-4.1	-0.4	-0.7	0.8	-2.9	2.9	1.0	0.0
(3) CCOc1ccc(N(Cc2cc3cc(OC)ccc3[nH]c2=O)C(=O)C2CCCO2)cc1 (stereo unspecified)
  -4.5	-2.0	-38.1	1.6	-26.9	4.0	-81.3	-2.5	-2.1	0.4
(4) O=C(NCC1CCCO1)c1nn2c(C(F)(F)F)cc(-c3ccc(Br)o3)nc2c1Br (stereo unspecified)
  -0.5	-0.2	-52.0	0.2	-33.3	-7.1	-4.5	-4.8	0.7	3.0
(5) O=C(NCc1ccccc1Cl)C1(S(=O)(=O)c2ccc(Cl)cc2)CC1
  4.2	1.4	-6.9	0.1	2.6	-0.4	-2.3	-2.9	-9.2	-4.5
(6) CCn1c2ccccc2c2cc(C3N=C(N)Nc4nc5ccccc5n43)ccc21 (stereo unspecified)
  -8.5	-1.8	-13.4	-0.2	-10.5	-6.7	-3.1	12.8	7.3	-4.2
(7) Cc1ccc(-n2ncc3c2CCCC3NC(=O)CCc2cnn(C)c2)cc1C (stereo unspecified)
  6.7	5.4	-12.0	0.4	-1.1	-0.2	-0.6	1.5	0.9	3.4
(8) O=C(/C=N/NC(=O)c1ccccc1Br)c1ccccc1
  -2.7	-0.3	-6.2	0.1	0.5	-0.4	-4.2	-3.0	-16.9	1.0
(9) CCCc1cc(C(=O)NCCc2ccc(OC)c(OC)c2)no1
  -7.6	1.1	4.8	-0.7	7.8	2.5	-1.1	-2.5	13.6	-0.9
(10) CCCCc1c(O)nc(SCC(=O)O)[nH]c1=O
  5.3	1.3	-2.2	0.1	0.9	4.3	-5.2	2.7	11.4	-5.5
(11) CCN(CC)c1ccc(S(=O)(=O)Nc2cc(Cl)ccc2Cl)cc1NC(=S)NC(=O)C1CCCC1
  -1.2	-0.6	4.4	-1.1	-3.2	6.1	8.2	1.1	-1.3	-0.4
(12) CCOC(=O)c1cc(-c2ccccc2)sc1NC(=O)c1cc(OC)c(OC)c(OC)c1
  0.9	4.3	-9.9	-5.9	-10.9	-3.6	-2.3	4.0	-1.5	1.1
(13) CCN(CC)S(=O)(=O)c1cc(NS(=O)(=O)c2ccc(Cl)c(C(=O)O)c2)ccc1C
  -6.5	0.2	-5.1	-0.4	1.6	-4.1	-1.2	4.8	15.9	-1.9
(14) COc1ccc(NS(=O)(=O)c2ccc(C)c(C(=O)NNC(=O)c3csc(N4CCOCC4)n3)c2)cc1
  -1.3	2.2	-3.6	-0.7	8.9	-2.1	2.8	14.2	6.1	-6.4
(15) CSCC[C@H](NC(=O)[C@@H]1Cc2c([nH]c3ccccc23)C2c3ccccc3C(=O)N21)C(=O)NCC1CCCO1 (stereo partly specified)
  -9.6	-1.9	3.0	0.1	2.8	-2.4	0.1	-3.5	12.0	-1.6
(16) O=c1c2ccccc2nc2sc(Nc3cccc(Cl)c3)nn12
  -1.5	0.7	-0.9	0.4	-0.4	-2.9	-3.8	10.2	4.3	4.0
(17) CSc1ccccc1-c1nc(-c2ccncc2)no1
  -3.5	-4.8	-9.6	-0.4	-3.2	3.6	-2.0	-9.0	14.9	5.2
(18) CN1c2ccsc2/C(=N/Nc2ccc(F)cc2)CS1(=O)=O
  -5.2	6.7	-9.8	-0.3	-5.1	2.2	2.8	8.5	11.8	0.2
(19) Cc1nc(OCc2c(C)noc2C)c2ccccc2n1
  -0.8	-2.0	-0.8	-0.5	0.1	4.5	-1.7	-3.6	15.1	-3.1
(20) COc1ccc(C(=O)NCCCNC(=O)c2ccc(C)nc2)cc1
  4.3	-2.0	0.6	0.2	-0.8	10.0	-0.6	-3.0	2.1	2.9
(21) CCSc1nnc(NC(=O)CSC2=NCCS2)s1
  8.3	3.9	-6.3	-0.3	0.6	-6.4	-7.6	3.3	7.8	3.9
(22) CCCCCCCCCCS(=O)(=O)N/N=C/c1ccccc1OC
  6.2	-1.1	-0.1	0.6	-3.8	7.7	2.7	-6.6	18.8	0.2
(23) CCC(=O)c1ccc(OCC(O)CN2CCN(c3cccc(C(F)(F)F)c3)CC2)cc1 (stereo unspecified)
  2.9	-2.6	4.3	1.1	2.6	-1.5	5.2	23.9	6.8	3.3
(24) CCOC(=O)c1c(-c2ccccc2)oc2ccc(O)cc12
  1.5	2.4	-83.5	0.9	-60.0	-2.4	-7.1	-5.9	-0.9	2.2
(25) O=C(Cc1ccc(NC(=O)C2CCCN(C(=O)CCc3ccccc3)C2)cc1)Nc1ccc(C(=O)N2CCOCC2)cc1 (stereo unspecified)
  1.6	2.1	8.8	0.4	4.2	5.6	4.7	1.2	11.4	1.2
(26) Cc1cccc(CCNC(=O)C2CCN(S(=O)(=O)c3c(C)nn(C)c3C)CC2)c1
  4.0	1.1	4.4	-0.5	6.2	-5.0	2.9	-1.7	6.5	-0.5
(27) CC(=O)Cn1cnc2c(sc3nc(C)cc(C)c32)c1=O
  -1.4	-3.5	-5.4	0.4	1.7	5.4	-0.9	-8.9	3.2	-0.2
(28) CCOC(=O)Cn1nc(C)c(NC(=O)CCc2ccc(OC)cc2)c1C
  1.7	-7.7	-0.6	0.1	0.6	1.1	0.1	9.3	-4.6	4.4
(29) Cc1cc(/C=C/C(=O)O)c(C)n1-c1ccc(Cl)cc1
  -4.1	1.5	-11.5	0.5	-6.3	0.3	-2.1	11.4	-16.6	4.0
(30) CCOC(=O)C1CCCN(C(=O)C2CCN(S(=O)(=O)c3cccs3)CC2)C1 (stereo unspecified)
  -12.3	3.7	6.6	0.0	3.4	-1.3	1.6	6.5	7.5	0.4
(31) O=C(Nc1ccccc1)C1=C(O)CC(c2ccco2)CC1=Nc1ccccc1 (stereo unspecified)
  2.1	6.5	-7.6	-0.3	-6.0	-4.8	-3.3	3.1	14.7	4.0
(32) Cc1noc(C)c1C(=O)N1CCC(C(=O)c2ccccc2)CC1
  -5.3	-1.9	-8.8	-0.2	0.8	-2.6	-3.3	-3.5	-4.8	4.7
(33) CC(=O)N=c1sc2cc(C)ccc2n1C
  -8.6	-3.1	2.2	-0.3	-0.5	-1.6	-0.8	-7.2	9.1	-0.2
(34) Cc1ccnc(NS(=O)(=O)c2ccc(NS(=O)(=O)Cc3ccccc3)cc2)n1
  -0.2	2.1	4.0	-0.3	-18.7	0.5	1.8	-2.4	-0.7	-0.5
(35) O=C(N=C1SC2CS(=O)(=O)CC2N1c1ccc(F)cc1)C1CCCCC1 (stereo unspecified)
  -4.9	4.3	-0.9	0.6	1.0	-4.0	-3.9	-3.8	13.9	-1.8
(36) Cc1[nH]c2ccccc2c1C1=NNC(=Nc2ccc(F)cc2)SC1
  -6.3	-0.7	-31.0	0.6	-22.9	5.3	-1.0	2.6	9.1	-3.2
(37) COc1cc(OC)cc(C2=Cc3ccccc3C(CC(=O)c3ccco3)N2c2ccc(-c3cnc(OC)nc3)cc2)c1 (stereo unspecified)
  0.1	-3.4	-46.8	-11.7	-32.8	-5.1	-2.9	4.0	10.4	-0.6
(38) CN(CC(=O)Nc1cccc(F)c1)CC(=O)Nc1cccc(S(=O)(=O)N(C)c2ccccc2)c1
  2.9	2.8	-5.4	-0.2	3.1	-1.6	8.0	6.7	18.6	5.9
(39) O=S(=O)(c1ccc(NC(=S)NCc2ccco2)cc1)N1CCCC1
  -1.8	-4.2	6.0	-0.9	7.1	-2.8	4.6	-2.8	1.4	-7.7
(40) O=C(CN1CCCC1)Nc1c2c(nc3ccccc13)N(Cc1ccccc1)CC2
  0.7	2.8	-53.6	-2.4	-35.8	7.1	-111.3	-2.7	-0.7	1.9
(41) CC1(C)CC2CC(C)(CN2S(=O)(=O)c2cccc(C(N)=O)c2)C1 (stereo unspecified)
  8.5	-2.4	-6.6	0.1	0.0	-9.8	-12.0	1.0	-15.6	-3.6
(42) Cn1nc(C(=O)Nc2ccc(S(=O)(=O)N3CCOCC3)cc2)c2ccccc2c1=O
  0.4	4.3	1.8	0.6	-1.8	2.0	-0.6	-2.9	8.8	-1.7
(43) COc1ccc(Cl)cc1NC(=O)CN(C1CCCCC1)S(C)(=O)=O
  3.1	1.9	-1.9	-0.1	-2.4	-4.6	-7.3	7.0	11.1	9.7
(44) CCn1cc(CNC(=O)c2c(-c3c(Cl)cccc3Cl)noc2C)c(C)n1
  6.0	2.8	1.7	0.0	-1.2	-3.6	-0.8	-2.0	4.0	7.0
(45) CCCOc1ccc(NC2=CC(=O)CC(C)(C)C2)cc1
  4.7	-3.9	-3.5	-0.8	-0.7	6.4	-0.5	-1.1	10.7	-9.3
(46) Cc1cc(C)c(C)c(S(=O)(=O)N(C)C2CCN(C)CC2)c1C
  5.3	-0.6	-6.8	-0.1	4.0	3.4	-3.1	-1.0	3.8	-4.6
(47) C/C(CC(=O)Nc1ccc(Cl)c(C(F)(F)F)c1)=N\NC(=O)c1ccccc1O
  -8.5	-1.3	-29.3	-2.8	-26.3	-1.9	-1.8	-5.4	16.6	0.8
(48) CN(Cc1ccccc1)C(=O)COC(=O)c1cc(=O)c2ccccc2o1
  -4.5	1.9	1.9	0.0	1.0	4.3	-7.5	-7.4	-4.0	5.5
(49) Cc1cccc([C@@H]2[C@@H]3C(=O)N(Cc4ccccc4)C(=O)[C@@H]3[C@]3(Cc4ccccc4)C(=O)N(c4cccc(F)c4)C(=O)N23)c1
  -5.0	6.4	2.9	0.5	3.8	-3.8	-0.7	-11.4	0.1	-0.8
(50) COc1ccccc1C(=O)COC(=O)c1cccc(-n2cnnn2)c1
  -4.0	1.3	-5.9	-0.4	-2.2	-4.4	-4.6	-1.0	1.2	-2.1
(51) O=c1[nH]c2cc(F)ccc2c2ccc(F)cc12
  1.4	-16.0	-25.8	3.2	-15.0	0.5	-13.3	5.5	6.2	1.4
(52) CCOC(=O)C1=CCN(S(=O)(=O)c2ccccc2)C1c1ccc(C)cc1 (stereo unspecified)
  4.7	1.6	-0.4	-0.5	1.6	-2.6	-1.8	6.5	-8.6	5.5

3 entries from above, with tabs.
entry	SMILES	DDE Tn7 FP inh	UHRF1 MBD2 ctr	PLCb3 inh	KLK7 zymogen act	PLC-gamma1 inh	Tn6 DDE FP	ADAM17 inh	ASAP1 GAP inh	ARFGAP1 inhibitor	MBD2 DNA inh
3	CCOc1ccc(N(Cc2cc3cc(OC)ccc3[nH]c2=O)C(=O)C2CCCO2)cc1 (stereo unspecified)	-4.5	-2.0	-38.1	1.6	-26.9	4.0	-81.3	-2.5	-2.1	0.4
4	O=C(NCC1CCCO1)c1nn2c(C(F)(F)F)cc(-c3ccc(Br)o3)nc2c1Br (stereo unspecified)	-0.5	-0.2	-52.0	0.2	-33.3	-7.1	-4.5	-4.8	0.7	3.0
5	O=C(NCc1ccccc1Cl)C1(S(=O)(=O)c2ccc(Cl)cc2)CC1	4.2	1.4	-6.9	0.1	2.6	-0.4	-2.3	-2.9	-9.2	-4.5

Bioassay records as filed in PubChem.
